Bioassay records as filed in PubChem.
Mot1-301 SUMO – SUMOylation pathway inhibition by Mot1-301 growth rescue. AID 2716. growth rescue, % at 18.8 µM. S. cerevisiae Mot1-301 growth rescue, ATP luminescence, 38.5C; percent above DMSO median, 100 means doubled. actives 1% (n = 320,000);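 active means every valid replicate shows activation above 250% relative to neutral control wells; inactive means the rest, any valid replicate at or below 250%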;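 further: OY570 slx delta 5 strain wells were the positive control but not used for scaling; some compounds called inactive have numbers as strong as hits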
HTR5A inv ctr – counter-screen for OPRM1-OPRD1 inverse agonists: human HTR5A inverse agonism; inhibition, % at 9.3 µM; HTR5A cell line, luminescence; actives 0.083% (n = 340,000); P47898; in the data active means inhibition mostly above about 23%, no sharp cut-off; inactive means mostly below about 18%;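 further: 0% = cells with DMSO and 100% = no-cell wells with DMSO; some compounds called inactive have numbers as strong as hits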
Target sequence (P47898 whole entry, looked up): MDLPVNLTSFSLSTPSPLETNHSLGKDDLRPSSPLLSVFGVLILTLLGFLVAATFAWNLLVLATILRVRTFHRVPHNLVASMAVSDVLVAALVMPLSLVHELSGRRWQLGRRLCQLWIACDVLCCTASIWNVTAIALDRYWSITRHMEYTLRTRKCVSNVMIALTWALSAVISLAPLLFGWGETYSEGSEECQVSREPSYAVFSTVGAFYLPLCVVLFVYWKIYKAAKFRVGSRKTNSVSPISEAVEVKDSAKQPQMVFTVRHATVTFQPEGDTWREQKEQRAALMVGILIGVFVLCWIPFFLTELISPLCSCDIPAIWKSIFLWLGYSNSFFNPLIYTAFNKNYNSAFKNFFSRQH
Ecoli viability – reduces bacterial viability in AddAB counter-screen; inhibition, % at 11.9 µM; E. coli V3065 growth, OD600 absorbance, 18 h; actives 0.27% (n = 330,000); AID 449728;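 active means inhibition above the campaign's mean inhibition across all tested compounds plus 3 SD, cut at about 9.9% in these data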;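 further: uninfected addAB+ strain grown without phage in ampicillin broth; 0% = DMSO wells and 100% = ciprofloxacin 0.95 µg/ml wells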
Tat transport – inhibitors of E. coli Tat protein transport; E. coli MC4100 TorA-mCherry Tat export, fluorescence; AID 488895; actives 0.036% (n = 340,000); inhibition, % at 10 µM;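 active means mean replicate inhibition at least 50% and at least half of replicates individually reaching 50%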;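 further: exported cargo escapes ClpAP degradation while cytoplasmic cargo is degraded and loses fluorescence; 0% = median of neutral control wells and 100% = median of NaSCN control wells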
CDK5 p35 inh – CDK5/p35 (human) kinase inhibition; Recombinant CDK5/p35, ADP-Glo luminescence, 60 min; inhibition, % at 10 µM; actives 0.01% (n = 330,000); AID 488839;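 active means highest replicate inhibition of at least 50% and at least 75% of replicates reaching 50%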;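 further: plate controls were DMSO neutral control for no effect and GW8510 at 10 µM for full effect; many of its hits are not listed in these tables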
Target sequence (Q00535 whole entry, looked up): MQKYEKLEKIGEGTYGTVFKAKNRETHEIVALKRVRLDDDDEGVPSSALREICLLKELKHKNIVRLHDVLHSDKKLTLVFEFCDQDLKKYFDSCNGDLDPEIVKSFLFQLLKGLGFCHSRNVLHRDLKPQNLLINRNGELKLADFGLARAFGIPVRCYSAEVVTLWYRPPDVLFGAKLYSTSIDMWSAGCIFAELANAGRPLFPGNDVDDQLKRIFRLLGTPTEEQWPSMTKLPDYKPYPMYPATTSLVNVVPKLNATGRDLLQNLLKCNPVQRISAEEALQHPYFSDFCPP
Target sequence (Q15078 whole entry, looked up): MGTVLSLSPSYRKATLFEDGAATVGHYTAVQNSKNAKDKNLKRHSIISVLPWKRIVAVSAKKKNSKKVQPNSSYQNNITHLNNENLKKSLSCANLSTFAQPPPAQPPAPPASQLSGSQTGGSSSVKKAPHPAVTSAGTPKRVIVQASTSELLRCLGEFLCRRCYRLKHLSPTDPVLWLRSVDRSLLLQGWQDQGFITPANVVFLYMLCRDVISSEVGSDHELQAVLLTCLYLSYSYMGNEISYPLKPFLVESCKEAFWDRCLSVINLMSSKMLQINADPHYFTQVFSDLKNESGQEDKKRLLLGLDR
DAGLB inh – blocks human DAGLB lipase activity; Q8NCG7; HEK293T DAGLB membrane lysate, EnzChek fluorogenic substrate; inhibition, % at 5.17 µM; actives 0.059% (n = 340,000); AID 504411; in the data active means inhibition above about 34%;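 further: 0% = enzyme with vehicle and 100% = wells lacking enzyme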
HTR5A ag – HTR5A agonism, opioid heterodimer counter-screen; HTR5A agonist assay, luminescence, cell-based; actives 0.61% (n = 340,000); activation, % at 9.3 µM; in the data active means activation mostly above about 9.5%, no sharp cut-off; inactive means mostly below about 7.6%;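 further: 0% = cells with vehicle only and 100% = reference agonist; strong numbers were not always called active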
PKA-R2B act – activates the human PKA-R2B holoenzyme complex. P22694+P31323. PKA-R2B holoenzyme dissociation, Cy5-IP20 fluorescence polarization; R2B truncated from residue 108, S112A mutant; 0% DMSO only, 100% 113 µM cGMP. activation, % at 11.4 µM. actives 0.079% (n = 340,000). AID 504700;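 active means activation above a cutoff set at the mean over all compounds plus 3 SD, cut at about 18% in these data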;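 further: higher means more holoenzyme dissociation and a rise in polarization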
phage Ecoli inh – E. coli growth loss with phage present; inhibition, % at 11.9 µM; actives 0.26% (n = 360,000); AID 651602; growth absorbance; in the data active means inhibition above about 11%
PKA-R1A activ – activators of PKA-R1A complex; PKA-R1A dissociation, Cy5-IP20 fluorescence polarization; scaled: DMSO 0%, 113 µM cGMP 100%; activation, % at 11.4 µM; AID 504707; P00514+P68181; actives 0.083% (n = 340,000);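 active means percent activation above the mean of all tested compounds plus 3 SD, cut at about 19% in these data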;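 further: higher means more PKAc released from R1A so a rise in polarization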
AddAB inh – less growth of phage-infected E. coli with AddAB | E. coli expressing H. pylori AddAB, absorbance growth | inhibition, % at 11.9 µM | actives 0.29% (n = 330,000) | AID 435030; in the data active means inhibition above about 12%;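 further: 0% = vehicle wells of infected cells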
* = called active by the depositor; . = no result given; & = joins results of further samples.

Below each SMILES – PKA-R1A activ | Ecoli viability | PKA-R2B act | phage Ecoli inh | AddAB inh | HTR5A inv ctr | Tat transport | HTR5A ag | DAGLB inh | Mot1-301 SUMO | CDK5 p35 inh
C=C1CCN([C@H](C(=O)OCc2ccc(C)cc2)C(C)C)S(=O)(=O)c2ccccc21
  -10 | 0.6 | 4 | -0.2 | -2.1 | -31 | -6 | -1 | -18 | -5 | 1.0
Cn1c(SCC(=O)N2CCCc3ccccc32)nc2ccccc2c1=O
  -8 | -1.2 | -1 | 2.5 | 0.0 | 6 | 0 | -2 | -1 | -16 | 0.9
COc1cc(/C=N/n2cnnc2)ccc1Oc1nc(Cl)ncc1F
  -1 | 0.8 | -8 | 4.4 | 3.5 | 9 | -1 | -3 | -6 | -4 | 1.1
NCCCCCc1nnc(SCC(N)=O)o1
  -4 | -2.4 | -5 | 1.2 | -1.3 | -9 | -8 | 3 | -2 | 2 | 7.6
O=C(CN1C(=O)c2ccccc2S1(=O)=O)c1ccccc1
  -8 | -0.5 | -6 | 2.3 | 3.1 | 7 | 0 | 3 | -1 | -9 | -0.5
CCCn1c(/N=C/c2ccccc2O)nc2ccccc21
  0 | 3.9 | 4 | 5.4 | 5.9 | -21 | 0 | -1 | -1 | 181 | 3.2
CC1CCN(c2c(NCc3ccc(C(=O)N4CCN(C5CCCCC5)CC4)cc3)c(=O)c2=O)CC1
  -13 | -2.1 | 2 | 1.1 | -0.7 | -11 | -1 | 4 | 2 | 10 | 2.3
Cc1ccc(NC(=O)CCCCCN2C(=O)c3ccccc3C2=O)nc1
  -12 | -2.5 | 5 | 4.7 | 0.7 | 15 | 2 | -6 | -2 | . | -2.6
CCCn1cnc2c(SCc3ccccc3)nc(N)nc21
  5 | . | 4 | 0.7 | . | -4 | -2 | 1 | -2 | . | 1.0
CC(=O)c1ccc(N2CCN(C(=O)c3ccc4ccccc4n3)CC2)cc1
  5 | 0.0 | -1 | 4.0 | 1.6 | -23 | -2 | 9 | -2 | -6 | -1.0
Cc1ccc(NC(=O)CCc2nc3ccccc3c(=O)[nH]2)cc1S(=O)(=O)N1CCOCC1
  0 | 0.9 | -8 | 4.5 | 1.2 | -31 | 0 | 6 | 1 | -5 | 0.3
CN(C)c1nc(SCc2ccc(Cl)cc2)nc2c1CCCC2
  1 | 1.7 | -2 | 0.5 | 2.7 | 8 | 4 | -2 | -14 | -16 | -2.5
COc1cccc(/C=N/Nc2c(Cl)cncc2Cl)c1O
  -3 | -0.5 | 2 | 2.1 | 1.1 | -13 | 1 | 4 | -5 | 3 | 1.2
Fc1cccc(NC(=S)NCC(c2cccnc2)N2CCOCC2)c1 (stereo unspecified)
  -1 | -0.8 | -4 | 3.8 | 1.5 | 12 | -3 | -4 | -6 | -30 | -0.7
CCN1CC(CNCc2cn(-c3ccc(OC)cc3)nc2-c2ccccc2Cl)CC1=O (stereo unspecified)
  -8 | -0.9 | -9 | 0.9 | -0.8 | 22 | -15 | 1 | -1 | . | 1.2
C(=N/N1CCN(c2ccccc2)CC1)/c1cccs1
  0 | 2.6 | -17 | 5.0 | 1.4 | 6 | 2 | 1 | 2 | -6 | 0.9
CC(=O)NC(C)c1nc2ccccc2n1CC(=O)NC(C)CCc1ccccc1 (stereo unspecified)
  -2 | -1.3 | 1 | 1.5 | 1.6 | . | 2 | . | 1 | . | -1.5
CCn1c(C)nc2cc(C(=O)NNC(=O)[C@@H](NC(=O)c3cc(OC)cc(OC)c3)C(C)C)ccc21
  -15 | -0.7 | -2 | 2.4 | 1.1 | 7 | 2 | -2 | -1 | 33 | 2.2
CCOC(=O)C1=C(COC(=O)Cc2ccc(OC)c(OC)c2)NC(=O)NC1C (stereo unspecified)
  -3 | -0.2 | -6 | 1.9 | 0.9 | 7 | -9 | -3 | 0 | 11 | -1.3
COc1ccc2nc(NC(=O)CSCC(=O)Nc3cc(C)on3)sc2c1
  7 | -0.9 | -7 | 1.7 | 1.4 | 0 | -5 | 0 | 2 | 5 | 0.9

Reformatted: 2 of the compounds above
structure | PKA-R1A activ | Ecoli viability | PKA-R2B act | phage Ecoli inh | AddAB inh | HTR5A inv ctr | Tat transport | HTR5A ag | DAGLB inh | Mot1-301 SUMO | CDK5 p35 inh
Fc1cccc(NC(=S)NCC(c2cccnc2)N2CCOCC2)c1 (stereo unspecified) | -1 | -0.8 | -4 | 3.8 | 1.5 | 12 | -3 | -4 | -6 | -30 | -0.7
CCN1CC(CNCc2cn(-c3ccc(OC)cc3)nc2-c2ccccc2Cl)CC1=O (stereo unspecified) | -8 | -0.9 | -9 | 0.9 | -0.8 | 22 | -15 | 1 | -1 | . | 1.2

Carrying on.
Below each SMILES – PKA-R1A activ | Ecoli viability | PKA-R2B act | phage Ecoli inh | AddAB inh | HTR5A inv ctr | Tat transport | HTR5A ag | DAGLB inh | Mot1-301 SUMO | CDK5 p35 inh
O=S(=O)(N=S(N1CCCCC1)N1CCCCC1)c1ccccc1
  -8 | -2.3 | -2 | 3.4 | -2.0 | 6 | 4 | -2 | -1 | -5 | -0.9
CC(=O)C(C(C)=O)C(c1ccccc1)c1nc2ccccc2[nH]c1=O (stereo unspecified)
  -3 | . | -3 | -0.8 | . | 8 | -7 | -2 | 0 | 18 | -0.4
c1ccc(Nc2nc(-c3ccncc3)cs2)cc1
  5 | 0.7 | 6 | 2.6 | 3.6 | -28 | 2 | 5 | 2 | -10 | 1.9
Cc1cccc(-n2c3nc(=O)[nH]c(=O)c-3cc3c(C)nn(-c4ccccc4)c32)c1C
  2 | 2.2 | -7 | 4.2 | -0.5 | 6 | -7 | 2 | -1 | -11 | -0.1
Cc1nc2ccccc2c(-c2ccccc2)c1C(=O)c1ccccc1
  -7 | 3.6 | -5 | 0.6 | 0.2 | -19 | 12 | -2 | -3 | 3 | -0.4
O=C(COc1ccc2c(-c3ccccc3)cc(=O)oc2c1)NCC(O)c1ccccc1 (stereo unspecified)
  -7 | 0.7 | 1 | 0.8 | 6.5 | -36 | 7 | -1 | 3 | -3 | 0.6
CNS(=O)(=O)c1cccc(C(=O)OC2CCOC2=O)c1 (stereo unspecified)
  -1 | -0.9 | 0 | 0.0 | 0.8 | -6 | 2 | -1 | -1 | 4 | 0.2
CN(C)CCC(O)c1ccccc1 (stereo unspecified)
  -13 | -2.4 | -14 | 2.4 | -0.8 | 18 | 1 | -1 | 1 | -15 | 1.3
Cc1ccc(OCc2nnc(SCC(=O)Nc3sc(C)c(C)c3C#N)n2C)cc1
  7 | -1.6 | -1 | 5.0 | -1.0 | -39 | 0 | 15 | -4 | 2 | -0.8
O=C(NCc1cccs1)C1CC(=O)N(Cc2ccccc2)C1 (stereo unspecified)
  1 | -2.1 | -9 | -1.6 | 1.1 | 11 | 0 | -3 | -2 | -14 | -0.1
COc1ccc(C2=NN(C(=O)COC(=O)c3ccc(S(C)(=O)=O)c([N+](=O)[O-])c3)C(c3ccco3)C2)cc1 (stereo unspecified)
  4 | 1.1 | -5 | 1.3 | 0.3 | 7 | -5 | -2 | 0 | -3 | -0.8
CC1=C(C(=O)OCc2ccccc2)C(c2ccc3c(c2)OCO3)NC(=O)N1CCCC(=O)O (stereo unspecified)
  -3 | 1.2 | 10 | 4.1 | 4.2 | -22 | -8 | 8 | 2 | -8 | 0.0
CCc1ccc(N(CC)c2ncnc3nc[nH]c23)cc1
  -3 | 0.5 | -2 | 1.3 | 1.9 | 5 | 9 | -2 | -1 | -23 | -3.7
COc1ccc(CCc2ccc3cc(OC)ccc3n2)cc1
  -4 | . | -13 | 3.6 | . | -14 | 5 | 4 | -6 | . | -1.4
CN1/C(=C\C(=O)c2cccc(S(=O)(=O)N3CCCCC3)c2)C(C)(C)c2ccccc21
  0 | 3.5 | 9 | 2.4 | 1.6 | 10 | 3 | -4 | -3 | 150 | -0.6
Cc1cc(OC(=O)c2ccc(OC(C)C)cc2)c([N+](=O)[O-])c(=O)[nH]1
  -5 | 1.6 | 5 | 2.0 | 3.7 | 11 | -8 | -3 | -1 | -7 | -1.0
CC(=O)c1c(C)[nH]c(=S)c(C#N)c1-c1ccc(F)cc1
  -3 | -3.2 | -11 | 3.3 | -0.6 | 6 | -2 | -2 | 2 | 1 | 1.4
O=C(NCCCN1CCCC1)c1ccc(CS(=O)(=O)c2c(Cl)cccc2Cl)o1
  9 | 0.1 | 2 | 4.6 | 2.9 | 21 | -3 | 1 | 1 | 5 | 0.0
Cc1cc(-c2ccccc2)c2c3c(cn2n1)c(=O)n(C)c(=O)n3C
  -7 | 0.5 | 5 | 1.2 | 4.3 | 25 | 0 | -4 | 3 | -18 | 0.1
Cc1cn(-c2cc(C(=O)Nc3ccc(C)c(NC(=O)N4CCNC4=O)c3)cc(C(F)(F)F)c2)cn1
  -4&-4 | -0.2 | -1&-3 | 5.9&-0.5 | -1.9 | -9 | -9 | 3 | 1&1 | -16 | 0.7
CCOC(=O)c1sc(NC(=O)CSC(=S)N2CCOCC2)nc1C
  4 | 3.8 | -2 | 2.2 | 0.8 | 1 | -3 | -3 | -1 | -11 | 5.4
CCOc1ccc(C(=O)NCC(c2cccs2)N(C)C)cc1 (stereo unspecified)
  -7 | 0.3 | 0 | 0.8 | -0.2 | 6 | -4 | 5 | -1 | -12 | -0.8
O=C(NNC1=Nc2cccc3cccc1c23)c1ccccc1Br
  -3 | -4.8 | 6 | 1.5 | -2.0 | -21 | -11 | 1 | 2 | 16 | 0.1
N#CC(C#N)=C1NC(N)=C(C#N)C(c2ccccc2)=C1C#N
  -10 | -13 | -2 | -10 | -9.5 | -2 | 5 | 1 | 8 | -8 | 0.3
COc1cccc(C(=O)Nc2nnc(C3CCCO3)s2)c1 (stereo unspecified)
  -1 | 4.0 | 0 | 0.9 | 0.8 | -29 | 13 | 12 | 2 | -6 | 0.5
COc1ccc(NC(=O)CCC(=O)N/N=C/c2ccc([N+](=O)[O-])s2)cc1
  4 | 4.1 | -7 | -0.6 | 1.4 | -11 | 10 | 4 | 2 | 82 | -1.5
O=C(Nc1ccnn1C1CCN(Cc2ccc(CO)o2)CC1)c1ccccc1
  -7 | -1.4 | -7 | -2.4 | 0.2 | -29 | -7 | 0 | -1 | -4 | 0.7
COc1cc(C2C(C#N)=C(C)NC3=C2C(=O)CC(C)(C)C3)ccc1O (stereo unspecified)
  -12 | 1.8 | -12 | 0.1 | 0.5 | 7 | 4 | -3 | -1 | -8 | -1.7
C/C(=N\NC(=O)c1ccco1)c1ccc(C(=O)O)s1
  -6 | -0.1 | -6 | -1.3 | 1.2 | -17 | -4 | 7 | 2 | -8 | 0.6
Cc1ccc(-n2c(N)cc(=O)nc2SCC(=O)NC2CCCCC2)cc1C
  -1 | 1.3 | -5 | 3.1 | -2.1 | 16 | -1 | -3 | 0 | -16 | -1.4
O=[N+]([O-])c1cc(/C=N/Nc2nc(N3CCOCC3)nc(N3CCOCC3)n2)ccc1Cl
  -6 | 2.3 | -13 | 4.3 | 2.7 | -12 | -4 | 5 | -3 | -5 | 3.1
CC(=O)N1CCC2(CC1)NC(=O)N(c1ccccc1)N2
  -3 | -1.2 | -9 | 3.1 | 1.3 | 16 | -1 | -6 | 2 | 149 | 2.5
